From PubChem
TAAR1 antagonist = antagonists of human TAAR1. Q96RJ0. CHO RD-HGA16 TAAR1, Fluo-8 calcium fluorescence, antagonist. inhibition, % at 3 µM. 360,000 tested, 1.5% active;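 active = inhibition above a per-plate cutoff, the mean inhibition of test compounds on that plate plus 3 SD, cut at about 49% in these data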;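 also: 0% = DMSO plus EC80 beta-PEA response and 100% = DMSO alone without agonist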
Target sequence (Q96RJ0 whole entry, looked up): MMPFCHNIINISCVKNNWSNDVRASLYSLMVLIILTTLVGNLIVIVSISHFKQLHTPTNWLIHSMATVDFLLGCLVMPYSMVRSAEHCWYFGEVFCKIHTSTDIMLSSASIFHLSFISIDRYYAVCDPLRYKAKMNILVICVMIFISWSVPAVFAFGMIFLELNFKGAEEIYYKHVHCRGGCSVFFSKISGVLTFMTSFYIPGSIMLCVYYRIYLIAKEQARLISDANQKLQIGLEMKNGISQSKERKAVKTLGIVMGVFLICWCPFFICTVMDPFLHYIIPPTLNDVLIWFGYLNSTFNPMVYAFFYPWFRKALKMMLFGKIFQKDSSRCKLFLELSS
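System: RD-HGA16 CHO cells with stable hTAAR1 and Gα16 | Probe or stimulus: EC80 β-phenethylamine stimulus | Dosing: 3 µM, single point | Times: Dye loading 75 min at 37 °C, then 30 min room temperature | Measured by: Fluo-8 calcium-sensitive fluorescence | Read-out basis: % inhibition of agonist calcium response | Replicates: n of 1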
CHO parental Ca = counter-screen: ATP calcium response change in parental CHO cells; 330,000 tested, 0.63% active; AID 463079; parental CHO-K1, ATP-induced calcium, Fluo-8 fluorescence; inhibition, % at 5.6 µM;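 active = inhibition above that plate's mean sample inhibition plus 3 SD, cut at about 26% in these data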;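 also: 0% = ATP-challenged DMSO wells and 100% = DMSO wells without ATP; some compounds past the cut are filed as inactive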
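Material – parental CHO cells · Reagent – ATP stimulus · Compound – single nominal dose of 5.6 µM per compound · Detection – Fluo-8 fluorescence · Read-out basis – percent inhibition of calcium signal · Controls – ATP-challenged DMSO wells low, unchallenged DMSO wells high · Repeats – no replicates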
CHRM1 PAM = human CHRM1 positive allosteric modulation; P11229; CHO-K1 hM1, Fluo-8 calcium fluorescence, ACh EC20; 0% = ACh EC20, 100% = maximal ACh; activation, % at 3 µM; 360,000 tested, 0.088% active; AID 588819; in the data active = activation above about 19%, passing the limit was not always enough
TAAR1 ag = human TAAR1 agonism; activation, % at 3 µM; Q96RJ0; CHO RD-HGA16 TAAR1, Fluo-8 calcium fluorescence; vehicle wells 0%, saturating PEA agonist 100%; 360,000 tested, 0.99% active;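 active = activation above the mean activation of all test compounds in the run plus 3 SD, cut at about 38% in these data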
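Test system: RD-HGA16 (CHO) cells co-expressing Gα16 and hTAAR1 / Benchmarks: DMSO vehicle as 0%, PEA at EC100 as 100% / Repeats: no replicates (n 1) / Measure: % activation from peak over basal fluorescence ratio, DMSO-to-PEA scaled / Timing: 17-24 h plating, Fluo-8 75 min 37 °C, 30 min RT / Technique: kinetic Fluo-8 calcium fluorescence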
V1R ag counter = V1a receptor agonism, counter-screen for OXTR agonists. 320,000 tested, 0.25% active. AID 2797. P37288. CHO-V1R cells, Fluo-8 calcium fluorescence, agonist mode; 0% DMSO, 100% 3 nM vasopressin. activation, % at 3 µM;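 active = activation above the mean activation of all tested compounds plus 3 SD, per screening run, cut at about 20% in these data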;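 also: signal is peak over basal fluorescence ratio across a 100 second FLIPR read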
M1 ag = human M1 muscarinic receptor agonism; CHO-K1 hM1, Fluo-8 calcium fluorescence, agonist mode; 0% DMSO, 100% acetylcholine EC100; activation, % at 3 µM; AID 588814; P11229; 360,000 tested, 0.33% active;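 active = activation above the run's mean compound activation plus 3 SD, cut at about 16% in these data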;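 also: peak over basal fluorescence ratio within a 140 s kinetic read after compound addition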
OXTR potentiator = human OXTR potentiation | P30559 | CHO-OTR cells, Fluo-8 calcium fluorescence, potentiator mode; 0% = oxytocin EC15, 100% = EC100 | activation, % at 3 µM | 320,000 tested, 0.061% active | AID 2445;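 active = activation above that plate's cutoff, the mean activation of tested compounds plus 3 SD, cut at about 6.6% in these data, passing the limit was not always enough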;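 also: 100% uses oxytocin at 75 nM as the full agonist control; some results filed as inactive read as strong as hits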
Target sequence (P30559 whole entry, looked up): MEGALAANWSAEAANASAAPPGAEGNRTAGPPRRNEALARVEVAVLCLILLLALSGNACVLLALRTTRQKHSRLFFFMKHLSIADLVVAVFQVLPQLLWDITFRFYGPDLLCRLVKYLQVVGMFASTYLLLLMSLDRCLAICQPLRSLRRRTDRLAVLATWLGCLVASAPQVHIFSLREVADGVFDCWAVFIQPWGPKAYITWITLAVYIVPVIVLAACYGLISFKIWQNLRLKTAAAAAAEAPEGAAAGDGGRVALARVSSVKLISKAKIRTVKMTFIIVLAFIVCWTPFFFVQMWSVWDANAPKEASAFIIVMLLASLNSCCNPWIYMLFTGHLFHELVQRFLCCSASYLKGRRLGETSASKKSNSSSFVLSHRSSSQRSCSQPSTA
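Measured by – Fluo-8 calcium dye fluorescence · Test system – human OTR in CHO cells · Dosing – one concentration, 3.0 µM compound · Controls – EC15 oxytocin alone as 0%, 75 nM oxytocin as 100% · Evaluation – normalized max/min fluorescence ratio, % activation · Timing – 6 min pre-incubation, 100 s read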
OXTR agonist = human OXTR agonism; P30559; CHO-OTR cells, Fluo-8 calcium fluorescence; normalized: DMSO 0%, oxytocin 100%; activation, % at 3 µM; 320,000 tested, 0.32% active;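 active = activation above the mean of all tested compounds plus 3 SD, cutoff set per screening run, cut at about 20% in these data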;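 also: peak over basal fluorescence ratio from a 100 s FLIPR kinetic read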
M1 antag = blocks human M1 muscarinic receptor | inhibition, % at 3 µM | 360,000 tested, 1.3% active | CHO-K1 hM1, Fluo-8 calcium fluorescence, ACh EC80 antagonist | P11229;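 active = percent inhibition above its own plate's cutoff, namely the mean of that plate's compound wells plus 3 SD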;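 also: peak over basal fluorescence ratio during 140 s after agonist addition; 0% = ACh EC80 plus DMSO and 100% = DMSO alone without agonist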
* = called active by the depositor; . = no result given.

SMILES	TAAR1 antagonist	CHO parental Ca	CHRM1 PAM	TAAR1 ag	V1R ag counter	M1 ag	OXTR potentiator	OXTR agonist	M1 antag
Cc1ncoc1C(=O)Nc1cccc(Cl)c1	.	2	15	.	1.8	8	-2	0.3	7
COc1cc2c(cc1OC)CN(C(C)C(=O)N1CCc3ccccc31)CC2 (configuration not stated)	15	-17	-11	-2	-0.6	-5	-6	-0.8	23
O=C(CNC(=S)N(CCCN1CCOCC1)Cc1cccs1)NCCN1CCOCC1	-12	-3	2	1	-0.2	-9	-4	0.2	-1
CSCC[C@H](NC(=O)OC(C)(C)C)c1nnc(SCc2ccc(F)cc2)o1	21	-25	-5	2	2.8	-2	-10	-0.4	-29
O=C(NC1CCCC1)C1CC(=O)N(C2CCCCCCC2)C1 (configuration not stated)	6	-7	-5	6	0.1	2	0	0.0	-11
c1ccc2[nH]cnc2c1	1	4	0	2	0.7	-3	4	0.8	-11
Cc1ccc(-n2nc3c(=O)n(C(C)C(=O)NCCc4cccs4)nc(C)c3c2C)cc1 (configuration not stated)	.	-46	-4	.	5.2	-5	-8	-0.5	-4
COC(=O)c1ccc(CSc2nc(-c3ccco3)cc(C(F)(F)F)n2)o1	-16	-16	-1	2	-0.3	-3	-9	-0.7	-14
COc1ccc(OC)c(CCNC(=O)CCc2nnc3ccc(N4CCCC4)nn23)c1	10	-5	5	1	1.2	-4	-7	-0.6	-1
[O-]/[N+](=C\c1ccccc1)[C@@H]1CCCC[C@@H]1/[N+]([O-])=C/c1ccccc1	-7	5	0	10	-0.2	-2	-3	0.3	-21
O=C(O)C1CCN(c2ccc(S(=O)(=O)N3CCOCC3)cc2[N+](=O)[O-])CC1	-24	6	5	0	1.4	-4	3	2.6	-8
CCOc1ccc(OCC)c(NC(=O)CSCC(=O)O)c1	-3	-16	5	1	1.0	-3	-2	0.1	-6
CN(CC(=O)Nc1ccc(F)cc1)CC(=O)N1CCc2ccccc21	-17	.	8	1	.	-7	.	.	-13
Cc1cc(C)cc(NC(=O)/C=C/c2ccc([N+](=O)[O-])s2)c1	2	-4	6	3	-0.1	-6	-3	0.2	-7
CC(C)NC(=O)COC(=O)C1CSC2(c3ccc(Br)cc3)CCC(=O)N12 (configuration not stated)	3	-8	-1	4	-1.5	-1	-9	-0.2	10
COc1ccc(CCNC(=O)CN(Cc2ccc(Cl)cc2)S(C)(=O)=O)cc1	2	.	1	2	.	0	.	.	-7
CC(C)(C)C(=O)OCc1ccc(C2=CC(=O)CC(C)(C)C2=O)cc1	5	.	-5	7	.	1	.	.	2
Cc1nc(-c2ccc(Cl)cc2)sc1C1(C)CC(c2ccc(Cl)cc2)=NO1 (configuration not stated)	-10	-30	7	6	1.0	0	-2	0.7	-10
O=C(Nc1nsc(-c2ccccc2)n1)c1cccs1	-1	-17	0	3	-0.2	-4	-2	-1.3	1
CC(=O)N1CC(c2ccccc2)C(c2ccc(Cl)cc2)=N1 (configuration not stated)	1	-16	6	6	-1.5	-10	1	-1.8	-6
O=C(CNC(=O)c1ccco1)Nc1ccc2c(c1)OCCO2	-17	-8	0	3	0.6	1	-3	0.9	11
O=C(O)CC1S/C(=N/N=C/c2ccccn2)NC1=O (configuration not stated)	-18	-4	5	8	-0.2	-3	1	0.5	1
CC(=O)c1cccc(S(=O)(=O)Nc2ccccc2N2CCOCC2)c1	-3	-2	4	3	1.2	-2	0	1.3	-8
CCOC(=O)C1=C(C)Nc2nc3ccccc3n2C1c1ccncc1 (configuration not stated)	8	-14	2	15	-0.7	-6	-2	-2.4	-1
CC(C)OC(=O)CN1C(=O)C(C)(C)Oc2ccc(C(=O)NC3CC3)cc21	10	-6	7	5	-0.2	-5	1	1.1	-1

Results in TAAR1 antagonist and CHRM1 PAM, for some of the entries so far:
Compound,TAAR1 antagonist,CHRM1 PAM
Cc1nc(-c2ccc(Cl)cc2)sc1C1(C)CC(c2ccc(Cl)cc2)=NO1 (configuration not stated),-10,7
O=C(Nc1nsc(-c2ccccc2)n1)c1cccs1,-1,0

(further entries)
SMILES	TAAR1 antagonist	CHO parental Ca	CHRM1 PAM	TAAR1 ag	V1R ag counter	M1 ag	OXTR potentiator	OXTR agonist	M1 antag
O=C1[C@@H]2CSCN2C(=O)CN1Cc1ccccc1F	-17	-1	0	1	0.6	-1	-12	-0.1	-3
NC(=O)C1CCN(C(=O)CNC(=O)c2ccccc2)CC1	14	-2	14	0	0.1	-1	-3	0.4	-10
Cc1cc(C)c(S(=O)(=O)c2ccccc2Cl)c(Cl)n1	4	-10	-5	4	-0.9	-13	-3	-1.4	9
CN(CC(=O)O)S(=O)(=O)c1ccc(F)cc1	-7	-1	5	3	0.5	-4	0	0.1	-12
O=C1CCc2cc(S(=O)(=O)Nc3ccccc3F)ccc2N1	-2	-8	10	-1	1.0	-1	-7	0.6	-15
Cc1cccc(Nc2nnc(SCC(=O)NC(=O)CN3CCCC3=O)s2)c1	-29	-12	10	1	-0.6	-3	-1	0.2	-6
CCCN1C2=C(C(=O)CC(C)(C)C2)C(c2ccc(F)cc2)C2=C1c1ccccc1C2=O (configuration not stated)	-6	-23	6	-1	-1.1	-6	-1	-1.3	-16
Cc1cccc(C)c1NC(=O)C(c1ccccc1)N1CCN(C(=O)c2ccco2)CC1 (configuration not stated)	-11	-11	0	0	-0.6	-3	7	-0.7	-2
Cc1cccc(C)c1NC(=O)c1cccc(N2C(=O)C3CCC(C)CC3C2=O)c1 (configuration not stated)	-27	-13	6	7	1.9	-3	0	1.4	-11
C=CCNc1nc2ccccc2c(=O)[nH]1	7	5	7	9	0.3	-7	-4	-0.2	-5
O=C(CSc1ccc2ccccc2c1)NCc1cccs1	-2	-8	7	-2	1.8	-4	-4	-0.9	-6
Cn1cc(CC(=O)N2CCN(c3ccc(Cl)cc3)CC2)c2ccccc21	-4	-20	4	1	1.9	-2	-6	-0.2	-10
CCC(=O)n1nc(-c2ccc(Cl)cc2)nc1SC	-28	-3	3	44*	0.0	-5	-3	-1.0	-16
CCC1c2ccc(C)n2CCN1C(=O)Nc1ccccc1C(=O)OC (configuration not stated)	4	-31	4	0	0.0	-4	1	-0.9	-3
CC(C)(Cc1ccc(O)cc1)NC(=O)SCc1ccccc1	28	-4	8	1	0.9	0	-10	-1.6	-13
CCC(C(=O)NCCCN1CCCC1=O)n1c2ccccc2c2nc(=O)cc(C)n21 (configuration not stated)	-16	-4	4	1	0.3	-11	-7	1.5	-6
CN(C(=O)c1ccno1)c1nnc(-c2ccccn2)s1	-2	-1	5	8	0.8	-1	-2	-0.9	3
Cc1ccc(S(=O)(=O)c2cc3c(=O)n4cccc(C)c4nc3n(Cc3ccncc3)c2=N)cc1	.	-23	-7	.	-1.1	-6	7	-2.6	-1
O=C(Nc1ccc(N2CCOCC2)cc1)c1cc(-c2ccncc2)nc2ccccc12	22	-20	-1	11	0.6	-2	-4	-0.1	5
Cc1nnc(SCC(=O)N2CCOCC2)[nH]c1=O	5	-13	7	4	0.2	-1	3	0.9	-3
O=C(CSc1nc2ccccc2s1)Nc1cc(C(=O)O)cc(C(=O)O)c1	2	-5	-1	3	1.0	-2	-20	-0.7	6
Cc1ccc(NC(=O)CCC(=O)N/N=C/c2ccccc2O)cc1	-2	4	-4	38*	0.2	-7	-9	-1.8	-9
CCOc1cc(/C=N/NC(=O)C2CCCC2)ccc1OC(C)C	-10	-6	2	3	-0.8	-5	-8	-1.0	-1
Cc1nn(-c2ccccc2)c(N)c1N=O	-13	-6	2	1	0.5	-4	-3	-0.1	2
COc1ccc(-c2oc3cccnc3c2/C=C/c2ccc(OC)c(OC)c2)cc1	13	-14	-5	4	-0.6	-7	-11	-1.6	-4

(further entries)
SMILES	TAAR1 antagonist	CHO parental Ca	CHRM1 PAM	TAAR1 ag	V1R ag counter	M1 ag	OXTR potentiator	OXTR agonist	M1 antag
COCCCN1C(=O)C(CC(=O)NCc2ccco2)CC(C(=O)N2CCOCC2)=C1C (configuration not stated)	-26	.	7	6	.	-1	.	.	-6
CCOc1cc(N2CCOCC2)c(OCC)cc1NC(=O)c1ccc(-n2ccnc2)c([N+](=O)[O-])c1	47	-8	-7	15	3.2	-1	-9	5.0	5
O=C1/C(=C/c2ccccc2)CN(C(=O)CCN2CCOCC2)C/C1=C\c1ccccc1	20	.	12	24	.	2	.	.	-1
O=C(CCCc1ccccc1)NCc1ccccc1Cl	3	-8	10	0	-1.1	-5	-12	-3.1	-13
O=C(NCCO)NC(=S)c1ccccc1	-6	-6	10	13	0.2	-2	2	0.8	-8
COc1ccc(C(=O)c2ccc(Cl)c([N+](=O)[O-])c2)cc1	3	-10	7	9	0.7	-4	0	-1.8	-6
O=C(NCc1ccc(F)cc1)c1cc2ccccn2n1	-4	-13	7	1	0.4	-5	0	-1.1	-11
COc1ccc2c(CCNC(=O)Nc3ccccc3)c[nH]c2c1	-2	-2	5	4	1.8	-2	-11	4.6	1
O=C(NCc1ccccc1F)c1cccc(S(=O)(=O)N2CCCCCC2)c1	3	-9	7	2	1.0	-3	-9	-0.8	-4
CCOC(=O)c1cc2sc(C)cc2n1C(C)C(=O)OCC (configuration not stated)	1	-6	-3	24	-0.9	-7	1	-2.4	3
Cc1nc2c(=O)n(-c3ccc(F)c(Cl)c3)nc(C)c2s1	-16	-3	9	0	0.9	-1	-8	-1.3	-22
CCn1c(SCc2nc3ccccc3[nH]2)nnc1-c1ccncc1	13	-9	2	0	0.2	-3	3	1.1	-4
O=C(O)c1cc(O)ccc1NC(=O)C(c1ccccc1)c1ccccc1	11	-3	7	1	-1.2	-2	-7	0.8	-12
CC1(C(=O)NCc2ccccc2Br)CCN1Cc1ccc(-c2ccccn2)cc1 (configuration not stated)	7	.	-10	4	.	-5	.	.	2
COC(=O)c1ccccc1NC(=O)NCc1ccc2c(c1)OCO2	3	3	11	-1	0.0	-6	2	0.8	-6
CC(=O)c1ccc(OC(C)C)c(CSc2nc(O)cc(=O)[nH]2)c1	6	-16	9	8	0.1	-5	4	-1.0	-33
OCC1(Cc2ccccc2)CCCN(Cc2ccn[nH]2)C1 (configuration not stated)	-5	-15	2	0	0.3	-5	-3	1.5	5
CN(C)/C=N/c1sc2c(c1C#N)CC(C)(C)NC2(C)C	4	4	23*	-3	0.8	-3	2	0.4	-17
C[C@H]1CN([C@@H](C)CO)C(=O)c2cc(Br)cnc2O[C@@H]1CN(C)S(=O)(=O)c1ccccc1	-16	.	13	7	.	2	.	.	-9
